From PubChem
Rpn11 inh: blocks the human proteasome subunit Rpn11; human 26S proteasome, Ub4-pepOG fluorescence polarization; 20S core pre-blocked with epoxomicin; AID 588493; O00487; calls only at 20 µM; 360,000 compounds, 0.59% hits;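 active = inhibition at 20 µM, scaled to each plate's controls, above about 33%, limit read from the data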
STEP inh: STEP (human) phosphatase inhibition. recombinant STEP, OMFP fluorogenic substrate, fluorescence. inhibition, % at 20 µM. P54829. 360,000 compounds, 0.25% hits;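 active = inhibition at 20 µM, scaled per plate between control wells, above about 37%, limit read from the data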;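 also: 0% = DMSO with enzyme and substrate and 100% = substrate only without enzyme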
Target sequence (P54829 whole entry, looked up): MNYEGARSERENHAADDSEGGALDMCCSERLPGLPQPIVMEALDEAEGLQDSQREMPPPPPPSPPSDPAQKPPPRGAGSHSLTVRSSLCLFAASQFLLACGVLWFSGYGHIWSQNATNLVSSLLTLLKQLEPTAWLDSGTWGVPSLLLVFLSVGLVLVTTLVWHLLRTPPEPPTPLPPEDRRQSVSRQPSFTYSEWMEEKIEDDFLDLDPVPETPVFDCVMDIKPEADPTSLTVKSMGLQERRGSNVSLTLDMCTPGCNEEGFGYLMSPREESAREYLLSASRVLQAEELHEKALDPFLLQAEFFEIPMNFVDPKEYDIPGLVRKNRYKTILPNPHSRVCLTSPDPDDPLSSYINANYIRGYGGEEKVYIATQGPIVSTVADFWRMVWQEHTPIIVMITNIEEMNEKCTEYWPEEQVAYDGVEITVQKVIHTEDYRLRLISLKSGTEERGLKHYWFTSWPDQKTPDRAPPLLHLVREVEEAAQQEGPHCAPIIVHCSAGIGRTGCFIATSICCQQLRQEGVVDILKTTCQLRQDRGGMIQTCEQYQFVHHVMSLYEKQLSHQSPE
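System: isolated STEP enzyme; schedule: 20 min enzyme reaction at room temperature, protected from light; medium: Bis-Tris buffer pH 6.0, 2.5 mM DTT, 0.005% Tween 20; signal: fluorescence, 480/540 nm; dosing: single compound dose of 20 µM, 1% DMSO final; also added: OMFP substrate, 25 µM final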
CSN inh: inhibitors of human CSN-mediated cullin deneddylation; Q92905; Purified CSN, SCF-Nedd8-OG deneddylation, fluorescence polarization; inhibition, % at 12.5 µM; 360,000 compounds, 0.38% hits; AID 651999;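 active = pattern-corrected inhibition above about 35%, with an unprinted fluorescence ratio check between 0.5 and 1.5, limit read from the data, passing the limit was not always enough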;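 also: 0% = enzyme with substrate and 100% = substrate without enzyme; some results filed as inactive read as strong as hits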
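Test system: Human Csn5 produced in HEK293T cells | Compound: 12.5 µM single point | Times: 90 min, room temperature | Signal: Fluorescence polarization readout | Read-out basis: % inhibition of substrate cleavage by Csn5 | Controls: no-enzyme wells high, enzyme-with-substrate wells low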
SUMO1 PPI mod: modulators of human SUMO1-mediated protein-protein interactions; P63165; SUMO1 binding to a labelled peptide, TR-FRET, 1 h; inhibition, % at 20 µM; 360,000 compounds, 0.33% hits; in the data active = inhibition above about 37%
Target sequence (P63165 whole entry, looked up): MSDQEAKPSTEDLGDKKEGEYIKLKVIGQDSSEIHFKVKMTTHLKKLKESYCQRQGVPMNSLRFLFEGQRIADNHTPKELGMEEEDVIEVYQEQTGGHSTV
DNMT1 block: inhibitors of human DNMT1 | DNMT1 molecular beacon, Hinp1I cleavage, fluorescence | 360,000 compounds, 0.83% hits | inhibition (reported as % activation of signal), % at 10 µM; in the data active = inhibition above about 50%
LMPTP inh: blocks human LMPTP phosphatase; recombinant LMPTP-A, OMFP fluorogenic substrate, fluorescence intensity; 360,000 compounds, 0.22% hits; P24666; inhibition, % at 20 µM;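 active = compounds that cut the enzyme signal by at least half of the control window in the single-dose screen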;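 also: plate controls were DMSO wells with enzyme plus substrate for no effect and substrate without enzyme for full effect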
Target sequence (P24666 whole entry, looked up): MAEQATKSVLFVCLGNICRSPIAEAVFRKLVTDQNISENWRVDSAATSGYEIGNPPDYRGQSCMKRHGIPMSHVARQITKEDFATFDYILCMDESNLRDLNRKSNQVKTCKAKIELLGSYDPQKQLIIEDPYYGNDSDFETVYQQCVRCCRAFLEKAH
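Buffer or medium: Bis-Tris pH 6.0, DTT, detergent; Assay system: LMPTP-A enzyme; Quantity: 0.625 nM enzyme; Detection: endpoint fluorescence intensity; Times: 50 min dark incubation at room temperature; Controls: substrate-only low control, DMSO enzyme-plus-substrate high control; Doses: single 20 µM dose; Read-out: percent inhibition versus substrate-only and uninhibited controls; Reagent: 400 µM OMFP.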
TbMetRS inhib: blocks T. brucei methionyl-tRNA synthetase activity | purified T. brucei MetRS, ATP depletion, Kinase-Glo luminescence | inhibition, % at 11.9 µM | 360,000 compounds, 0.4% hits | AID 624268;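 active = inhibition above a per-plate cutoff of the control wells' mean inhibition plus 3 SD, cut at about 5.5% in these data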;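 also: 0% = DMSO wells median and 100% = median of wells with control inhibitor compound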
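Assay system: T. brucei methionyl-tRNA synthetase, purified | Medium: HEPES buffer with MgCl2, KCl, DTT, spermine, BSA, pyrophosphatase | Compound: 11.9 µM single point | Incubation: 15 min enzyme-compound preincubation, 2 h reaction, 10 min detection, 25 °C | Measured by: Kinase-Glo luciferase luminescence reporting remaining unconsumed ATP | Measure: % inhibition normalized to control-well medians | Replication: Singlicate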
MLLE-PAM2 inh: inhibitors of microRNA-mediated deadenylation, human PABP1 MLLE binding; GST-MLLE / FITC-PAM2 fluorescence polarization; 360,000 compounds, 0.36% hits; P11940; AID 588489; inhibition, % at 20 µM; in the data active = inhibition above about 35%, passing the limit was not always enough;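 also: plate controls were DMSO wells with GST-MLLE for no effect and wells lacking GST-MLLE protein for full effect; some results filed as inactive read as strong as hits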
Scp-1 inhibitor: inhibitors of human Scp-1 phosphatase. AID 493091. Q9GZU7. 340,000 compounds, 0.88% hits. Recombinant Scp1, phosphopeptide, malachite green phosphate absorbance. inhibition, % at 20 µM;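 active = inhibition above about 50% at 20 µM, limit read from the data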;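 also: plate controls were DMSO wells with enzyme for no effect and wells lacking enzyme for full effect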
Target sequence (Q9GZU7 76-261 limits assumed): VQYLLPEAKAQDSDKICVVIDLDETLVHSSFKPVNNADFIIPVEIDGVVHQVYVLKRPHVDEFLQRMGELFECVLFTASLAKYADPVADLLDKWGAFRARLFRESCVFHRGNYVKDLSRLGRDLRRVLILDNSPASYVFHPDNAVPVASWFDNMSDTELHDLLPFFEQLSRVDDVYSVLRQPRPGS
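Test system: SCP-1 phosphatase catalytic domain, residues 76-261 | Compound dosing: One concentration, 20 µM, with 1.0% DMSO | Schedule: 45 min room-temperature reaction, 5 min colour, 30 min stabiliser | Detection: Absorbance at 630 nm | Read-out basis: % inhibition of SCP-1 phosphate liberation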
NadD inh: NadD (S. aureus) enzyme inhibition; inhibition, % at 20 µM; purified NadD enzyme, colorimetric absorbance read-out; 360,000 compounds, 0.78% hits; in the data active = inhibition above about 26%; also: some compounds past the cut are filed as inactive
An asterisk follows results filed as active; i = inactive; nt = no result given. A portion of the library; rates above refer to the full screens.

entry	mol	Rpn11 inh	STEP inh	CSN inh	SUMO1 PPI mod	DNMT1 block
1	COc1ccc(C2C=C(C)Oc3c2c(=O)oc2ccccc32)cc1OC (stereo not given)	i	4	-1	6	-1
2	CSc1ccccc1C(=O)C1CCCN(Cc2ccn[nH]2)C1 (stereo not given)	i	-2	5	8	2
3	CCOC(=O)c1c(N)n(CCCOC(=O)c2ccco2)c2nc3ccccc3nc12	i	0	7	5	12
4	O=C1CC(=O)N(c2ccccc2F)C(=O)N1	i	-2	1	-2	-2
5	O=c1c2ccccc2nc(-c2ccc(Cl)cc2Cl)n1-c1nccs1	i	0	-5	1	12
6	CCCc1nnc(NC(=O)CCC(=O)N2CCN(CCOC(c3ccccc3)c3ccccc3)CC2)s1	i	3	-5	0	-2
7	Cc1ccc(S(=O)(=O)NC(CC(=O)N2CCC3(CC2)OCCO3)c2ccco2)cc1 (stereo not given)	i	-2	-1	0	2
8	Cn1c(O)c(C(=Nc2ccccc2)SCc2ccc(Cl)cc2)c(=O)n(C)c1=O	i	6	0	8	0

entry	LMPTP inh	TbMetRS inhib	MLLE-PAM2 inh	Scp-1 inhibitor	NadD inh
1	0.3	-0.1	12	nt	-6
2	-0.1	-0.1	9	1	-1
3	0.6	-1.2	10	-12	7
4	-0.8	-0.9	-9	-4	-6
5	1.2	-1.1	-8	-7	1
6	0.6	-0.2	9	-3	-4
7	-0.4	-0.6	-4	-6	7
8	-0.9	-0.2	18	-23	-3

Remaining list, next part:
entry	mol	Rpn11 inh	STEP inh	CSN inh	SUMO1 PPI mod	DNMT1 block
9	CCCCCP(=O)(O)c1ccccc1	i	-11	-3	2	-1
10	CNC(=O)OCCc1nccn1C	i	-2	1	-1	1
11	COc1cc(C(c2c(O)c3ccccc3oc2=O)c2c(C)n(C)n(-c3ccccc3)c2=O)ccc1O (stereo not given)	i	2	-13	4	1
12	COc1ccc(OC(=O)N(C)C[C@H]2OCc3cnnn3CCCC(=O)N([C@H](C)CO)C[C@@H]2C)cc1	i	2	4	4	4
13	CC(=O)c1c(O)n(-c2cccc(Cl)c2)c(=O)[nH]c1=O (tested in a mixture with another compound)	i	2	12	1	0
14	CCN1C(=O)CC(c2cccnc2)=Nc2ccccc21	i	0	12	-5	3
15	COC(=O)C1=C(c2cc3ccccc3s2)C[C@@H]2CC[C@H]1N2C(=O)N1CCC(C)CC1	i	2	-3	1	-3
16	CCN1CCN(c2cc(=O)n3ccccc3n2)CC1	i	2	4	-4	4

entry	LMPTP inh	TbMetRS inhib	MLLE-PAM2 inh	Scp-1 inhibitor	NadD inh
9	-1.0	-0.9	4	-5	6
10	-5.4	0.1	5	-7	3
11	0.1	-0.2	8	-12	4
12	-0.9	-1.6	-8	nt	-4
13	-1.0	-0.5	-57	0	0
14	-0.6	-0.2	-10	-14	-4
15	4.5	-0.3	-2	-8	-9
16	-2.1	-0.6	-11	-8	7

Two of the compounds above, as tab-separated lines.
no.	molecule	Rpn11 inh	STEP inh	CSN inh	SUMO1 PPI mod	DNMT1 block	LMPTP inh	TbMetRS inhib	MLLE-PAM2 inh	Scp-1 inhibitor	NadD inh
13	CC(=O)c1c(O)n(-c2cccc(Cl)c2)c(=O)[nH]c1=O (tested in a mixture with another compound)	i	2	12	1	0	-1.0	-0.5	-57	0	0
14	CCN1C(=O)CC(c2cccnc2)=Nc2ccccc21	i	0	12	-5	3	-0.6	-0.2	-10	-14	-4

(further entries)
entry	mol	Rpn11 inh	STEP inh	CSN inh	SUMO1 PPI mod	DNMT1 block
17	C[C@]12CCC(=O)C=C1C=CC1C2CC[C@@]2(C)C1CC[C@@H]2O (stereo not given in full)	i	3	1	-25	1
18	CCCCC(CC)COCCCN=Cc1c(O)[nH]c(=S)[nH]c1=O (stereo not given)	i	0	-1	4	-2
19	C[C@]12CCC3C(CCC4=C/C(=N/OCC(=O)NC(CCC(N)=O)C(=O)O)CC[C@@]43C)C1CCC2O (stereo not given in full)	i	-2	-1	34	0
20	Cc1cc(/C=C2/C(=O)NC(=O)N(Cc3ccco3)C2=O)c(C)n1-c1ccccc1O	i	-5	13	-12	18
21	CN1CC[C@@]2(C)c3cc(O)ccc3N(C)C2O1 (stereo not given in full)	i	3	2	-8	30
22	COc1cc2c(cc1OC)C13CCN4CC5=CCOC6CC(=O)N2C1C6C5CC43 (stereo not given) (tested in a mixture with another compound)	i	-1	5	5	-2
23	Cn1c(O)c(C(c2ccccn2)c2c(O)n(C)c(=S)n(C)c2=O)c(=O)n(C)c1=S	i	2	-7	11	4
24	CCn1c(P(C)(=O)O)nc2ccccc21	i	1	-8	2	4

entry	LMPTP inh	TbMetRS inhib	MLLE-PAM2 inh	Scp-1 inhibitor	NadD inh
17	-1.5	-0.2	11	-4	1
18	-3.4	0.3	-30	3	3
19	23	-0.6	12	-8	0
20	3.3	-1.0	-13	-4	6
21	0.0	0.0	23	-6	6
22	-0.1	-1.8	-3	4	-2
23	-1.5	-1.4	14	1	-19
24	-1.1	-0.4	8	-3	-3

(list continues)
entry	mol	Rpn11 inh	STEP inh	CSN inh	SUMO1 PPI mod	DNMT1 block
25	S=C(NCCc1ccccc1)N1Cc2ccccc2-n2nncc2C1	i	0	-5	1	-6
26	CCOc1ccccc1NC(=O)N1CCC2(CC1)OCCO2	i	-3	0	1	6
27	CCOC(=O)C1(c2ccccc2)CCN(CCc2ccc(NC(=O)CCC(=O)O)cc2)CC1	i	3	0	3	2
28	O=C(c1ccc2c(c1)OCO2)C1CCCN(Cc2c(F)cccc2Cl)C1 (stereo not given)	i	-1	1	-1	-1
29	COc1ccc2[nH]cc(CCNCc3cccnc3)c2c1	i	-3	-2	3	-2
30	COc1cccc(/C=C2\N=C(c3cncc(Br)c3)OC2=O)c1	i	-2	1	-1	-1
31	O=C(CCNC(=O)N1C[C@H]2C[C@@H](C1)c1cccc(=O)n1C2)Nc1cccc(Cl)c1	i	-1	-1	3	-3
32	CN1C(=O)CN=C(c2ccc[nH]2)c2cc(Cl)ccc21 (tested in a mixture with another compound)	i	-2	-5	-3	4

entry	LMPTP inh	TbMetRS inhib	MLLE-PAM2 inh	Scp-1 inhibitor	NadD inh
25	-1.6	0.3	-118	nt	-3
26	-0.6	0.7	2	-10	-6
27	-3.7	0.1	-1	-7	1
28	0.7	0.2	-2	1	-1
29	-0.9	1.4	-5	-8	1
30	-1.3	0.3	5	-10	3
31	-2.2	0.7	14	-4	2
32	-0.5	-0.2	2	nt	-7

New compounds follow
entry	mol	Rpn11 inh	STEP inh	CSN inh	SUMO1 PPI mod	DNMT1 block
33	O=C(Cc1ccccc1)OCC(=O)c1ccccc1	i	-1	-1	8	3
34	CC(=O)Nc1ccccc1C(=O)OCC(=O)c1cccc2ccccc12	i	0	-3	-13	-3
35	CC(Cc1ccccc1)NC(=O)NC(C)Cc1ccccc1 (stereo not given)	i	4	1	2	6
36	Cc1ccc(OP2(=O)Nc3cc(C)c(C)cc3S2)cc1 (stereo not given)	i	5	7	-1	-13
37	Cc1c(CC(=O)N2C[C@H]3C[C@@H](C2)c2cccc(=O)n2C3)c(=O)oc2cc(O)c(Cl)cc12	i	-2	1	-1	2
38	CCCCn1c(=O)c(C(=O)Nc2ccsc2C(=O)OC)c(O)c2ccccc21	i	-5	-4	-4	-1
39	Cc1ccc2cccc(OC(=O)N3CCCC3)c2n1	i	-1	1	0	1
40	CCCN1CCC[C@@H]2Cc3[nH]ncc3C[C@H]21	i	0	-9	5	-3

entry	LMPTP inh	TbMetRS inhib	MLLE-PAM2 inh	Scp-1 inhibitor	NadD inh
33	-0.3	-0.4	-3	-5	-5
34	2.1	-0.3	8	-16	-3
35	-0.9	-0.6	-6	-3	-5
36	-1.3	0.2	26	-2	8
37	-11	-2.5	3	4	-6
38	-2.0	-1.0	14	0	5
39	-0.7	0.5	-6	-2	5
40	-0.2	-0.2	24	-9	2

Arranged by formula weight (smallest number first): part of the list above.
entry	mol	Rpn11 inh	STEP inh	CSN inh	SUMO1 PPI mod	DNMT1 block
24	CCn1c(P(C)(=O)O)nc2ccccc21	i	1	-8	2	4
8	Cn1c(O)c(C(=Nc2ccccc2)SCc2ccc(Cl)cc2)c(=O)n(C)c1=O	i	6	0	8	0
37	Cc1c(CC(=O)N2C[C@H]3C[C@@H](C2)c2cccc(=O)n2C3)c(=O)oc2cc(O)c(Cl)cc12	i	-2	1	-1	2

entry	LMPTP inh	TbMetRS inhib	MLLE-PAM2 inh	Scp-1 inhibitor	NadD inh
24	-1.1	-0.4	8	-3	-3
8	-0.9	-0.2	18	-23	-3
37	-11	-2.5	3	4	-6

(more compounds)
entry	mol	Rpn11 inh	STEP inh	CSN inh	SUMO1 PPI mod	DNMT1 block
41	O=C1NC(=O)C(=Cc2ccccc2OCCOc2ccc([N+](=O)[O-])cc2)C(=O)N1	i	1	0	-12	5
42	Cc1ccc(C2CC3CCC(C2)N3Cc2ccccc2F)cc1 (stereo not given)	i	1	1	2	0
43	CCC(C)N1C(=O)NC(=O)C2(Cc3cc(C)ccc3N(C)C2)C1=O (stereo not given)	i	-1	1	2	-9
44	COc1ccc(CN2CCN(Cc3ccccc3F)CC2)cc1	i	0	-3	-2	-4
45	CC(=NCCC1=CCCCC1)c1c(O)[nH]c(=O)[nH]c1=O	i	-2	1	-1	1
46	COC(=O)C1=C(c2ccc(F)cc2OCc2ccccc2)C[C@@H]2CC[C@H]1N2C	i	-3	-3	-3	1
47	C[C@H](N)CN1CCc2ccc(Br)cc21	i	-3	2	3	3
48	Clc1ccccc1NC1=NCCCS1	i	-2	3	5	1

entry	LMPTP inh	TbMetRS inhib	MLLE-PAM2 inh	Scp-1 inhibitor	NadD inh
41	4.1	-0.1	21	-1	9
42	-2.0	-0.6	-15	0	-2
43	0.0	-0.1	-1	-1	-3
44	-2.3	-0.6	-3	-12	-6
45	-4.1	-0.3	5	1	1
46	-1.2	-0.3	-9	-5	-8
47	0.3	-0.5	-3	-9	-4
48	-0.6	-0.2	-18	-7	-15
